Assay outcomes (PubChem)
TDP2 absorb: TDP2 (human) inhibition, absorbance primary screen; inhibition, % at 12.8 µM; 0.34% of 370,000 active; AID 720702; recombinant TDP2, T5PNP hydrolysis, p-nitrophenol absorbance 415 nm;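 active means inhibition above the mean of all tested compounds plus 3 SD, set per campaign, cut at about 25% in these data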;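 further: 0% = DMSO with enzyme and 100% = buffer with substrate but no TDP2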
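Evaluation: % inhibition relative to enzyme-containing and enzyme-free wells. Material: recombinant human TDP2. Benchmarks: enzyme-free and DMSO wells. Timing: enzyme reaction with compound for 2 h at 37 °C. Compound dosing: 12.8 µM only. Measured by: p-Nitrophenol epi absorbance. Reagent: T5PNP substrate at 5 mM, a TopII-DNA adduct mimic. Replication: single well per compound.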
SIAE primary: blocks human sialic acid acetylesterase; SIAE FP-Rh probe binding, fluorescence polarization; inhibition, % at 9.66 µM; 0.69% of 370,000 active;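 active means inhibition above a cutoff: mean of compounds within the control limits plus 3 SD of those, cut at about 17% in these data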;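 further: 0% = plate median of compound wells and 100% = probe without SIAE protein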
PRMT1 FP inh: PRMT1 (human) inhibition, primary screen; Q99873; recombinant PRMT1, activity-based probe fluorescence polarization; inhibition, % at 2.79 µM; 1.3% of 370,000 active; AID 652257;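 active means inhibition above about 21% made by adding two undisclosed values, limit read from the data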
Target sequence (Q99873 whole entry, looked up): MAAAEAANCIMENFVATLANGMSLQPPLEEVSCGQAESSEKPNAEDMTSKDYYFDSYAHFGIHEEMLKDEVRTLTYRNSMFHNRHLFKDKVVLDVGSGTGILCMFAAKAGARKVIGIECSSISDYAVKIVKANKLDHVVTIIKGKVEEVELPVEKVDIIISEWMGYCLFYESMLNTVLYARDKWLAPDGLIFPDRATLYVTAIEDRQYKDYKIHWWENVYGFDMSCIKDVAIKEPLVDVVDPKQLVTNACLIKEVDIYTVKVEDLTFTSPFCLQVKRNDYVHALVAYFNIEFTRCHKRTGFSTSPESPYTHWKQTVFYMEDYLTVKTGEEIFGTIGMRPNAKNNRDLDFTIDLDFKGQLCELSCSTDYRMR
ABHD4 inh: inhibitors of mouse ABHD4. Q8VD66. purified mABHD4, FP-Rh probe fluorescence polarization. inhibition, % at 8.92 µM. 0.54% of 370,000 active;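 active means inhibition exceeding the mean over every tested compound plus 3 SD, cut at about 30% in these data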;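 further: 0% = plate median of compound wells and 100% = S159A mutant with DMSO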
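Assay system: Wild-type mouse ABHD4 protein | Medium: HEPES pH 7.0 buffer, 150 mM NaCl, 0.01% Pluronic F-127 | Incubation: Enzyme–compound pre-incubation 45 min, then probe 60 min, both 25 °C | Technique: Fluorescence polarization with parallel and perpendicular emission, 525/598 nm | Evaluation: % inhibition of FP-Rh probe binding versus controls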
TCR CD3 inh: inhibitors of human TCR-CD3 interaction; TAMRA-labeled TCR probe fluorescence, biochemical; inhibition, % at 9.4 µM; 0.37% of 360,000 active; in the data active means inhibition above about 19%;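 further: recombinant mutant TCR 2C K166C tagged with TAMRA read by polarization; 0% = receptor in buffer alone and 100% = receptor with positive control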
PG9 Ab binder: PG9 antibody binding by small molecule; TR-FRET gp120-PG9 antibody binding; inhibition, % at 6.7 µM; 0.43% of 360,000 active; in the data active means inhibition above about 8.5%
HTRA1 inh: blocks human HTRA1 serine peptidase. recombinant HTRA1, FP-rhodamine activity-based probe, fluorescence polarization. inhibition, % at 5.96 µM. 0.5% of 340,000 active. AID 504803; in the data active means inhibition above about 36%;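 further: 0% = enzyme with DMSO and 100% = wells lacking enzyme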
Target sequence (Q92743 whole entry, looked up): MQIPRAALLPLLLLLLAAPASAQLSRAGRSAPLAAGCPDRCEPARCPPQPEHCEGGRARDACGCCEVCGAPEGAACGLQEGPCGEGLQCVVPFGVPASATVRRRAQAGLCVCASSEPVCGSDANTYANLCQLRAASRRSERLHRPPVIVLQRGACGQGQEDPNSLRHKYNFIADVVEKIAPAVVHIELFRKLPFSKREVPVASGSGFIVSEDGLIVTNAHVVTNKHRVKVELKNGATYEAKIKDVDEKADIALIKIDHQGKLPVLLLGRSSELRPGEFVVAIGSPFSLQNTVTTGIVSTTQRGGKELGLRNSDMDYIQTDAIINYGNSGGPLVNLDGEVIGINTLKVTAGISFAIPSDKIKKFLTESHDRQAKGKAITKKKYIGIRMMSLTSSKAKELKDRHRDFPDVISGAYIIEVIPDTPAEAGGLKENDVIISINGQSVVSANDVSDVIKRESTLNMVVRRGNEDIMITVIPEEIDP
UHRF1 MBD2 ctr: blocks human UHRF1 binding to methylated DNA. Q96T88. UHRF1 binding to methylated oligo, TR-FRET. inhibition, % at 4.4 µM. 0.75% of 370,000 active; in the data active means inhibition above about 21%;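 further: UHRF1 SRA domain binding a hemimethylated CpG hairpin DNA probe; 0% = median of test compound wells and 100% = reference inhibitor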
LEDGF integ inh: blocks HIV-1 LEDGF/p75-dependent DNA integration; 0.64% of 370,000 active; inhibition, % at 3.7 µM; TR-FRET IN-LEDGF/p75 DNA integration, Eu/Cy5;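 active means inhibition above the screen-wide mean plus 3 SD, cut at about 13% in these data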;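 further: signal is the Cy5 over europium emission ratio at 671 and 618 nm; 0% = plate median of compound wells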
DDE Tn7 FP inh: DD(E)-Tn7 binding inhibition, primary FP screen. FP displacement of FITC-Tn7 peptide from fibrin DD(E); 0% = median of compound wells per plate. AID 720508. P02675. 0.13% of 370,000 active. inhibition, % at 8.3 µM;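 active means inhibition above the mean of compounds falling within the control limits plus 3 SD of them, cut at about 14% in these data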;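 further: 0% = plate median of compound wells and 100% = 10 µM Aha-Tn7 peptide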
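Test system: human clot-derived fibrin DD(E) complex / Quantity: 2 µM final DD(E) protein / Incubation: 10 min plus 3 h, room temperature / Measured by: fluorescence polarization / Benchmarks: high control of 10 µM Aha-Tn7 peptide / Replicates: singlicate testing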
* hit, by the source's call; / = not tested or not shown.

SMILES | TDP2 absorb | SIAE primary | PRMT1 FP inh | ABHD4 inh | TCR CD3 inh | PG9 Ab binder | HTRA1 inh | UHRF1 MBD2 ctr | LEDGF integ inh | DDE Tn7 FP inh
O=C(CN(Cc1ccc(F)cc1)C(=O)c1csnn1)NC1CCCC1 | 4 | -2 | 1 | 1 | -5 | 2.1 | 1 | 4 | -8 | 9
Cn1c(N)c(C(=O)COC(=O)CNS(=O)(=O)c2cccc(Cl)c2)c(=O)n(C)c1=O | -4 | -5 | -1 | 3 | -2 | -1.2 | -7 | 1 | 2 | -5
CCCCC(=O)NC(=S)Nc1cccc(C(=O)O)c1 | 0 | -3 | 1 | 6 | -6 | -1.3 | 3 | 16 | 0 | 2
c1nnc(-c2ccc3c(c2)OCO3)o1 | 7 | 8 | 3 | 4 | 3 | 0.1 | 8 | -3 | 2 | -4
N#Cc1cn(-c2ccccc2)nc1-c1ccccc1 | 7 | -8 | 2 | -4 | -5 | -1.4 | -15 | 0 | -1 | -2
Cn1cnnc1SCC(=O)Nc1cc(S(=O)(=O)N2CCCCCC2)ccc1Cl | 4 | -4 | 0 | -4 | -3 | -0.8 | 4 | -2 | 1 | -1
COc1ccc2c(c1)[nH]c1c(=O)n(CCCN3CCOCC3)cnc12 | 16 | 0 | 2 | 5 | 0 | 0.7 | -3 | 3 | 0 | 3
CN(CCOc1ccc(Cl)cc1)C(=O)c1cc(-c2ccco2)nc2ccccc12 | -11 | -12 | 12 | -2 | -1 | -0.7 | -36 | -3 | 5 | -5
O=C(CSc1ccccc1F)NCCN1C(=O)CSC1=O | 0 | 4 | 7 | 4 | -1 | 1.6 | 8 | -1 | -2 | -2
FC(F)(F)c1cnc(-n2cc[nH]c2=S)c(Cl)c1 | -5 | 6 | 1 | 2 | 2 | -0.1 | -2 | 1 | 3 | -6
CCSc1nnc(-c2ccc(C)cc2)c2ccccc12 | -4 | 0 | -1 | -4 | 4 | 1.1 | -21 | -1 | -3 | 6
CCCNC(=O)[C@@H]1CCCN1C(=O)[C@@H]1Cc2ccccc2CN1 | 2 | 2 | -1 | -4 | 3 | 0.5 | 2 | -1 | -3 | 4
COc1ccc([C@H]2CC(=O)C=C(c3cc(Cl)ccc3OC)C2)cc1 | -3 | 1 | 2 | -12 | -5 | 2.1 | -27 | 2 | -1 | 4
COc1cccc(C(=O)/C=C/Nc2cc(C)ccc2O)c1 | -1 | 23* | 0 | 7 | 2 | -2.5 | 5 | -4 | 0 | 2
CN1CCN(C(=S)NC(=O)c2ccc(C(C)(C)C)cc2)CC1 | -9 | 3 | -1 | 1 | 0 | 0.2 | -5 | -3 | 1 | -1
O=C(COc1ccccc1[N+](=O)[O-])N/N=C/c1cccs1 | -7 | 0 | -4 | -1 | 3 | -1.0 | 2 | -5 | 5 | -5
CC(C)(C)OC(=O)N1Cc2ccccc2C[C@H]1C(=O)N1CCC[C@H]1C(=O)O | 10 | 0 | 0 | -4 | -2 | 0.1 | 6 | -3 | 2 | 0
CC1CCc2c(sc(NC(=O)COC(=O)c3ccc(O)cc3)c2C#N)C1 (centres undefined) | 1 | -15 | 7 | -29 | -5 | -0.3 | -36 | -2 | 4 | 0
O=C(NCCc1ccc(Cl)cc1)C1CCC(=O)N1C1CCCC1 (centres undefined) | 3 | 2 | -1 | -5 | -4 | -1.3 | 5 | 2 | -1 | 2
COc1ccc(C(C)C)cc1S(=O)(=O)Nc1cccnc1 | 6 | 4 | 0 | 4 | 9 | 1.6 | 0 | 0 | -1 | 8
Cc1sc(NC(=O)C2=COCCO2)c(C#N)c1C | 6 | 9 | 1 | -2 | 11 | 0.1 | 0 | -3 | 7 | 5
COc1cccc(CNC(=O)c2cc(C)nc3ccccc23)c1 | -7 | -4 | 3 | -10 | -7 | -1.3 | 5 | 2 | 8 | 1
CC1C(=O)Nc2ccc(S(=O)(=O)N3CCN(c4cccc(Cl)c4)CC3)cc2NC1=O (centres undefined) | -2 | -8 | -8 | -13 | 4 | -0.1 | -16 | 0 | 2 | -4
Cc1onc(-c2ccccc2Cl)c1C(=O)Nc1cccc2nsnc12 | -6 | 5 | -1 | 0 | 9 | 1.2 | 1 | 1 | 0 | -3
COc1cccc(CNC(=O)COC(=O)c2nn(C)c(=O)c3ccccc23)c1 | -4 | -2 | 0 | 3 | 8 | -2.4 | 0 | -4 | 3 | -10
SMILES | TDP2 absorb | SIAE primary | PRMT1 FP inh | ABHD4 inh | TCR CD3 inh | PG9 Ab binder | HTRA1 inh | UHRF1 MBD2 ctr | LEDGF integ inh | DDE Tn7 FP inh
Cc1nc(-c2cccc(NC(=O)C(C)Oc3ccccc3)c2)cs1 (centres undefined) | -7 | 0 | -1 | -20 | -2 | 0.7 | -14 | 4 | 2 | -3
CCOC(=O)[C@@H]1[C@H]2COc3ccc(Br)cc3[C@@H]2N2C(=O)N(c3ccc(C(F)(F)F)cc3)C(=O)[C@@]12C | -6 | -5 | 1 | 0 | 1 | -0.1 | -10 | -1 | 0 | 0
O=C(O)CCCC(=O)Nc1nc(-c2ccccc2)cs1 | 1 | 8 | 0 | -6 | -1 | -1.0 | 10 | 1 | 2 | -3
COc1ccc(NC(=O)c2cc(CC(C)C)nc3ccccc23)cc1 | -16 | 7 | -4 | -2 | 7 | -1.3 | -40 | 0 | -3 | 6
CCC1(O)CC2CN(CCc3c([nH]c4ccccc34)C(C(=O)OC)(c3cc4c(cc3OC)N(C=O)C3C(O)(C(=O)OC)C(OC(C)=O)C5(CC)C=CCN6CCC43C65)C2)C1 (centres undefined) | 1 | 3 | 5 | 7 | 15 | 0.6 | 3 | 0 | -5 | 6
O=C1C=C(NCc2ccco2)CC(c2ccc(Cl)cc2)C1 (centres undefined) | 1 | -4 | -2 | 0 | 2 | 0.3 | 2 | -1 | 0 | 4
COC(=O)c1sccc1NC(=O)COc1ccccc1Cl | 9 | -9 | -4 | -22 | 6 | -1.5 | -19 | -4 | 2 | 6
Cc1cnc(C(=O)N2CCN(c3ccc(C(F)(F)F)cn3)CC2)cn1 | 9 | -1 | 0 | 6 | 5 | -1.6 | 12 | -1 | 0 | 5
COc1ccc(C(=O)NC(=S)N2CCOCC2)cc1[N+](=O)[O-] | 8 | 1 | -2 | -3 | 3 | -2.3 | 2 | -2 | 5 | 0
Cn1cc(CN2CCC(n3nccc3NC(=O)Cc3ccccc3)CC2)cn1 | 5 | -2 | -1 | 0 | 11 | -1.5 | -4 | -1 | 1 | -6
Cc1ccc(CN2CCN(C(=O)CCc3ccccc3)CC2)cc1 | -5 | 3 | -1 | 4 | 1 | 0.1 | 4 | 2 | 3 | -4
O=C(OCC(=O)N1CCN(c2ccccc2)CC1)c1cc(F)c(F)cc1Cl | 3 | 1 | -3 | -3 | 5 | -1.3 | 4 | -2 | 4 | -1
Cc1ccc(NC(=O)CCc2ccc(S(=O)(=O)N3CCOCC3)cc2)c(O)c1 | -6 | 5 | 4 | 0 | -5 | 2.8 | 7 | 0 | 1 | 7
COc1cccc(C(=O)Nc2ccc(S(=O)(=O)N3CCN(C)CC3)cc2)c1 | -3 | 1 | 2 | -1 | -6 | 0.8 | 1 | -1 | -1 | 0
O=C(COC(=O)Cc1ccsc1)NNC(=O)c1ccccc1 | -4 | 1 | 3 | 0 | -1 | -0.3 | -9 | -3 | -1 | 6
CCOc1ccc(S(=O)(=O)N=C(c2ccccc2)N2CCOCC2)cc1 | 1 | 7 | -1 | -2 | -1 | 0.7 | 6 | -1 | -1 | -3
COc1ccc(C(C(O)C(=O)c2c[nH]c3ccccc23)N2CCN(c3ccccc3)CC2)cc1 (centres undefined) | -9 | 1 | 0 | -2 | 4 | -1.7 | -19 | -3 | -1 | 3
CCCc1nc2ccccc2c(C(=O)OCC(=O)c2ccc3c(c2)NC(=O)CO3)c1CC | 0 | 2 | -1 | 3 | 0 | -2.7 | 0 | -2 | -1 | -3
CC1CC(C)CN(CCCNC(=O)c2cn(C)c3ccc(S(=O)(=O)N4CCCC4)cc3c2=O)C1 (centres undefined) | -5 | -7 | -4 | -2 | 0 | -3.0 | 7 | 1 | 2 | 1
N=C1C(c2ccccc2)=C(O)CN1c1cccc(S(N)(=O)=O)c1 | 0 | 6 | 1 | -1 | 10 | 0.6 | 6 | -5 | -2 | 0
COc1cccc(NC(=O)COc2ccccc2C(N)=O)c1 | -6 | -6 | 2 | -8 | -3 | 0.5 | -2 | 7 | 2 | -4
CCOC(=O)c1coc(C(=O)OCC)c1C(=O)OCC | -4 | 3 | 1 | 0 | 9 | -0.2 | 4 | -2 | 2 | -3
COc1ccccc1CNc1nc(Nc2ccccc2Cl)c2sccc2n1 | 12 | -2 | -4 | 2 | 2 | 0.2 | / | 0 | 2 | 0
Cc1ccc(NC(=O)c2nc[nH]c2C(=O)N2CCOCC2)c(C(=O)c2ccccc2)c1 | -16 | -5 | -6 | -7 | 6 | -0.8 | 3 | -1 | 0 | -4
CCOC(=O)C1=CC(=O)CC(C)(C)O1 | 8 | 4 | 0 | 3 | -4 | 2.3 | 2 | 0 | -4 | 6
O=C(/C=C/c1ccc2c(c1)OCO2)NCc1ccc(F)cc1 | -9 | -4 | 1 | 0 | 0 | -1.7 | -6 | 2 | -7 | 4
COc1ccccc1N1CCN(c2ccc3cc(S(=O)(=O)N4CCCCC4)ccc3n2)CC1 | -16 | -6 | -4 | -9 | -8 | -4.3 | 5 | 3 | 2 | -2
Cc1ccc(-c2nc(SCC(=O)NCC3CCCO3)c(-c3ccc(C)cc3)[nH]2)cc1 (centres undefined) | 1 | 6 | 0 | 2 | 3 | -2.5 | 2 | 1 | -2 | 0
N/C(CSc1ccc(Cl)cc1)=N\NC(=O)c1ccncc1 | -12 | 1 | -7 | 4 | -1 | -0.7 | 1 | -3 | -3 | -3
CCOC(=O)Nc1sc2c(c1C(=O)OCC)CCC2 | -1 | -7 | 1 | 4 | -1 | 0.4 | -4 | -1 | -3 | 6

4 of the entries above in order of the TDP2 absorb value, low to high.
SMILES | TDP2 absorb | SIAE primary | PRMT1 FP inh | ABHD4 inh | TCR CD3 inh | PG9 Ab binder | HTRA1 inh | UHRF1 MBD2 ctr | LEDGF integ inh | DDE Tn7 FP inh
O=C(/C=C/c1ccc2c(c1)OCO2)NCc1ccc(F)cc1 | -9 | -4 | 1 | 0 | 0 | -1.7 | -6 | 2 | -7 | 4
FC(F)(F)c1cnc(-n2cc[nH]c2=S)c(Cl)c1 | -5 | 6 | 1 | 2 | 2 | -0.1 | -2 | 1 | 3 | -6
O=C1C=C(NCc2ccco2)CC(c2ccc(Cl)cc2)C1 (centres undefined) | 1 | -4 | -2 | 0 | 2 | 0.3 | 2 | -1 | 0 | 4
O=C(CN(Cc1ccc(F)cc1)C(=O)c1csnn1)NC1CCCC1 | 4 | -2 | 1 | 1 | -5 | 2.1 | 1 | 4 | -8 | 9

An unsorted share of the library; about 4.2% have a hit in one of these screens.
